# High-throughput results deposited in PubChem by Broad Institute.
# ERAP1 HTS inh = ERAP1 (human) enzyme inhibition; recombinant ERAP1, Leu-AMC fluorescence, 60 min; inhibition, % at 10.7 µM; hit rate 0.15% among 340,000; AID 652197; Q9NZ08;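 active = mean replicate inhibition of at least 30%, or all replicates individually reaching that 30% level; inactive = mean below 30% and not every replicate reaching it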;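 also: 0% = neutral control wells and 100% = L-leucinethiol positive control wells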
# Target sequence (Q9NZ08 whole entry, looked up): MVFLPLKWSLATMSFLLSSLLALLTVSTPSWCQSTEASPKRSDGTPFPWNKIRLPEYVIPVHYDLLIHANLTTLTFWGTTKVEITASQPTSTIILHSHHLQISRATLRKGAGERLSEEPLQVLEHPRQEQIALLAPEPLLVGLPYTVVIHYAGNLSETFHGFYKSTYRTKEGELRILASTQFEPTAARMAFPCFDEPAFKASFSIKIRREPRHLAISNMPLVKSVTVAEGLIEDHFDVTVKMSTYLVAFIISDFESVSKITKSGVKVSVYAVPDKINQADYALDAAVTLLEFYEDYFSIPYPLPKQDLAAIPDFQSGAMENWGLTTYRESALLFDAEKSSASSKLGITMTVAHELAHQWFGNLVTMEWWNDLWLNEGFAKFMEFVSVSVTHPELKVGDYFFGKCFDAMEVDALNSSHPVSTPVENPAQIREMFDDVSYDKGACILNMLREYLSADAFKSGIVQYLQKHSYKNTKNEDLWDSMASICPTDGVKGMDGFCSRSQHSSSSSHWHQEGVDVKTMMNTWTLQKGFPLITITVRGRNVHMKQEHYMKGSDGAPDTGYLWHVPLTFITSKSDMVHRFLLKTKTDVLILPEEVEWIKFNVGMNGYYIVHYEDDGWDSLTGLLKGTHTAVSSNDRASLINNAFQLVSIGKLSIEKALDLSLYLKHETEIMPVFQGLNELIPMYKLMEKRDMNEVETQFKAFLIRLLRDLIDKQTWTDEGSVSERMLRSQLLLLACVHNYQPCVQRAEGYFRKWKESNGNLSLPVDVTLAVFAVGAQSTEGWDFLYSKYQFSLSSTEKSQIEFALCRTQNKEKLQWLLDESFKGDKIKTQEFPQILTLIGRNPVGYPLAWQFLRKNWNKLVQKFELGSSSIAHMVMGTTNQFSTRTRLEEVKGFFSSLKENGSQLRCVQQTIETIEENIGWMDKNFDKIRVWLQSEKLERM
# S100A4 inh HTS = S100A4-myosin IIA interaction inhibition | AID 652163 | hit rate 0.14% among 360,000 | P26447 | S100A4/TAMRA-MyoIIA peptide fluorescence polarization | inhibition, % at 10.7 µM;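 active = mean inhibition of at least 70% across replicates, with every replicate also reaching that level; inconclusive = mean inhibition reaches 70% but some replicates fall short; inactive = mean inhibition below 70%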
# Target sequence (P26447 whole entry, looked up): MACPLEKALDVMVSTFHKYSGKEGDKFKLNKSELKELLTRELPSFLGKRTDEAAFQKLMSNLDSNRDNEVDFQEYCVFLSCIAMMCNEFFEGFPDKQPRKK
#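 assay system = human S100A4 monomer with TAMRA-labelled myosin IIA peptide | also added = labelled myosin peptide probe, 5 nM | incubation = 5 min between mix addition and reading | control set = DMSO and TFP controls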
# LGR2 antag = Drosophila LGR2 receptor signaling inhibition; inhibition, % at 9.99 µM; hit rate 0.35% among 380,000; HEK293 LGR2, CRE-luciferase, bursicon-stimulated, 4 h;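 active = drop in luminescence signal, shown as inhibition above about 50% in the replicate tests, limit read from the data, passing the limit was not always enough; inconclusive = probably only some replicates passing the limit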;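 also: agonist challenge used bursicon conditioned medium at about half maximal strength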
# EWS-Fli block = blocks EWS/Fli oncoprotein-driven transcription | A673 NR0B1-luciferase reporter, viability-normalised | inhibition, % at 12.6 µM | hit rate 0.67% among 350,000 | AID 651661;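 active = mean inhibition of at least 50% after viability correction, with every replicate also passing that limit; inconclusive = mean reaches 50% but only one of two replicates passes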;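 also: firefly luciferase signal divided by Alamar Blue viability fluorescence both relative to DMSO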
# PAX8 inh HTS = lowers PAX8-driven luciferase in RMG-I cells; RMG-I TPO-luciferase reporter, SteadyGlo, 24 h; hit rate 1.2% among 360,000; AID 652154; inhibition, % at 12.6 µM;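 active = mean replicate inhibition at least 60% with every replicate also reaching 60%; inconclusive = only one of the two criteria is met; inactive = mean below 60% and not all replicates reaching 60%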;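 also: luciferase light reporting Pax8 driven TPO promoter activity; plate controls were median of neutral control wells for no effect and mitoxantrone controls for full effect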
# PglD DTNB = blocks C. jejuni PglD acetyltransferase activity; purified PglD enzyme, DTNB colorimetric CoA detection; inhibition, % at 12.5 µM; hit rate 0.098% among 360,000; in the data active = inhibition above about 16%, passing the limit was not always enough; inconclusive = no clear call, values can overlap the other calls; also: strong numbers were not always called active
# PGC1a acetyl inh = lowers PGC1a acetylation signal in U2OS cells | AlphaScreen anti-acetyl-lysine; with virally co-expressed GCN5 acetyltransferase | inhibition, % at 15.6 µM | hit rate 0.17% among 350,000 | AID 651687;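 active = every replicate shows inhibition of at least 40%; inconclusive = mean inhibition at least 40% but some replicate below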;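 also: 0% = neutral control wells and 100% = positive control wells; some results beyond the cut were filed as inactive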
# FN deposit inh = fibronectin deposition inhibition | hit rate 0.086% among 350,000 | AH1F fibroblasts, Alexa488-fibronectin deposition fluorescence, overnight | inhibition, % at 12.6 µM;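 active = mean inhibition across replicates of 30% or more, regardless of how many single replicates reach that level; inconclusive = mean under 30% yet at least half of replicates reach 30%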;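 also: positive control wells lacked labelled fibronectin entirely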
#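 Measured by – fluorescence 485/525 nm · System – AH1F fibroblast monolayer, labelled fibronectin deposition · Amount – 10000 cells per well · Buffer or medium – serum-reduced DMEM (2% serum) · Doses – single dose, pinned · Also added – fluorescent fibronectin at 24 nM final · Schedule – 1 h cell attachment, overnight exposure to compound and label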
# * marks the source's active call; other numbers are inactive results; ? = inconclusive; . = not tested or not shown; & = joins results of further samples. Rows were taken by chance; 2.1% or so of the library scored in one or more.
SMILES,ERAP1 HTS inh,S100A4 inh HTS,LGR2 antag,EWS-Fli block,PAX8 inh HTS,PglD DTNB,PGC1a acetyl inh,FN deposit inh
CCOC(=O)C1(Cc2ccccc2)CCCN(Cc2ccncc2)C1 (stereo unspecified),4,-13,-8,5,18,.,6,1
C[C@H](CO)N1C[C@H](C)[C@@H](CN(C)C)Oc2ccc(NS(=O)(=O)c3ccc(F)cc3)cc2C1=O,-2,-7,23,-4,-13,-11,0,10
COCCNC(=S)c1ccc(Br)cc1,.,2,7,3,-12,-5,4,0
O=C(CN1CCOCC1)N[C@@H]1CC[C@H](CCNC(=O)C2CCC2)O[C@@H]1CO,-4,-51,-2,3,11,-1,2,0
O=C(c1ccc(Cl)cc1)c1ccc(OCC(=O)N2CCOCC2)cc1,.,.,.,.,-59,-2,-2,2
CCCNC(=O)[C@@H]1[C@@H](CO)[C@@H]2Cn3c(ccc(C4=CCCC4)c3=O)[C@@H]2N1C(=O)CC1CC1,1,4,-1,1,.,4,.,.
CN1C(=S)N(c2cccnc2)C(=O)/C1=C\c1ccc(C(C)(C)C)cc1,-3,1,?,10,-12,.,-3,17
Cc1ccc2c(Cl)c(C(=O)Nc3cc(C)on3)sc2c1,.,.,.,.,-241,2,11,-5
O=C(CSc1nnc2c(n1)[nH]c1ccc(S(=O)(=O)N3CCOCC3)cc12)Nc1ccc(F)c(F)c1,2,-4,-7,2,5,.,-6,6
CC(C)NC(=O)c1cc(C2CCCCN2S(=O)(=O)c2ccccc2)on1 (stereo unspecified),0,-8,-5,-2,5,1,.,2
CCC(=O)Nc1ccc2c(c1)C(=O)N(C)C[C@@H](OC)[C@@H](C)CN(C(C)=O)[C@H](C)CO2,0,-3,-10,-9,-12,5,.,8
Cc1ccc(C)c2[nH]c(=O)c(C(c3nnnn3Cc3ccccc3)N3CCc4ccccc4C3)cc12 (stereo unspecified),.,.,.,.,12,-3,4,1
CCNS(=O)(=O)c1ccc(CCC(=O)NCc2ccc(C)cc2)cc1,0,-1,-5,-3,-3,-3,27,3
COc1ccc(CCNC(=O)c2cc(S(=O)(=O)N(C)c3ccccc3)ccc2Cl)cc1,.,.,-3,.,-1,-2,-7,0
COc1ccccc1N1CCN(Cc2cc3c(cc2O)OCO3)CC1,-1,2,-2,0,11,1,.,0
N#C[C@@H]1[C@@H](c2ccc(C#CC3CCCCC3)cc2)[C@H](CO)N1C(=O)c1cccc(F)c1,0,-9,-4,17,37,3,-14,-5
Cc1ccc(NC(NC(=O)Cc2ccccc2)C(Cl)(Cl)Cl)cc1 (stereo unspecified),.,.,7,-6,5,-5,-9,.
Cc1ccc(C(C(=O)Nc2ccc3c(c2)OCO3)N(C)C(=O)/C=C\c2ccc3c(c2)OCO3)cc1 (stereo unspecified),.,.,-1,.,5,2,.,4
N#Cc1ccccc1OCC(O)CS(=O)(=O)c1ccccc1 (stereo unspecified),-3,-7,.,0,-3,-2,.,-1
O=C(NNc1ccccc1)/C(=C\c1cccnc1)NC(=O)c1ccccc1,-2,-3,6,20,24,.,13,-11
CN(C1=NC(=O)C(CC(=O)O)S1)c1ccc(O)cc1 (stereo unspecified),0,-2,10,-2,2,.,-3,10
O=C1C(Cl)=C(NCC2CCCO2)C(=O)N1C1CCCCC1 (stereo unspecified),.,.,.,.,14,-2,-4,-7
CCOc1ccc(C(C)=O)cc1CSc1nc(C)cc(C)n1,-2,3,4,-12,15,7,-3,-3
CCC(=O)Nc1ccc2c(c1)OC[C@@H](C)N(Cc1ccncc1)C[C@H](C)[C@H](OC)CN(C)C2=O,-5,0,-13,-4,8,-3,2,-2
Cc1nc(NC(=O)c2ccco2)sc1-c1csc(Nc2ccc(Cl)cc2Cl)n1,-1,-19,-23,3,20,3,.,-9
CC(=O)c1ccc(OCCCC(=O)OCC(=O)Nc2c(C)nn(-c3ccccc3)c2C)cc1,-1,1,-23,-8,17,-3,-3,3
CCC(=O)Nc1ccc2c(c1)C(=O)N(C)[C@@H]1CC[C@@H](CC(=O)NCC3CC3)O[C@@H]1CO2,-1,-17,-11,3,-3,-1,10,-5
O=C(NCCN1CCC(Cc2ccccc2)CC1)C1CCCN(S(=O)(=O)c2cnc[nH]2)C1 (stereo unspecified),-2,-6,-2,-3,9,-3,-4,-16
CC(=O)N1CCCCN2[C@H](C1)[C@@H](c1ccc(-c3cccc(C(=O)N(C)C)c3)cc1)[C@@H]2CO,4,-10,11,-2,-1,0,2,.
C[C@@H]1CN([C@H](C)CO)C(=O)Cc2cc(NC(=O)CCC(F)(F)F)ccc2O[C@H]1CN(C)S(=O)(=O)c1ccc(Cl)cc1,2,15,-10,6,14,-2,0,-5

# Given bar-delimited: part of the list above
SMILES | ERAP1 HTS inh | S100A4 inh HTS | LGR2 antag | EWS-Fli block | PAX8 inh HTS | PglD DTNB | PGC1a acetyl inh | FN deposit inh
CCC(=O)Nc1ccc2c(c1)OC[C@@H](C)N(Cc1ccncc1)C[C@H](C)[C@H](OC)CN(C)C2=O | -5 | 0 | -13 | -4 | 8 | -3 | 2 | -2
Cc1nc(NC(=O)c2ccco2)sc1-c1csc(Nc2ccc(Cl)cc2Cl)n1 | -1 | -19 | -23 | 3 | 20 | 3 | . | -9
CC(=O)c1ccc(OCCCC(=O)OCC(=O)Nc2c(C)nn(-c3ccccc3)c2C)cc1 | -1 | 1 | -23 | -8 | 17 | -3 | -3 | 3
CCC(=O)Nc1ccc2c(c1)C(=O)N(C)[C@@H]1CC[C@@H](CC(=O)NCC3CC3)O[C@@H]1CO2 | -1 | -17 | -11 | 3 | -3 | -1 | 10 | -5

# Remaining list, next part:
SMILES,ERAP1 HTS inh,S100A4 inh HTS,LGR2 antag,EWS-Fli block,PAX8 inh HTS,PglD DTNB,PGC1a acetyl inh,FN deposit inh
C[C@@H]1CN([C@H](C)CO)C(=O)c2cccc(NC(=O)Nc3ccc4c(c3)OCO4)c2O[C@H]1CN(C)Cc1ccc(-c2ccccc2)cc1,0,-13,0,-20,.,0,-13,9
COc1ccc(C=NNC(=S)Nc2ccc(F)cc2)cc1OC,0,3,50*,42,31,-2,11,16
COc1cc(-c2cc(C(=O)Nc3ccccc3N3CCOCC3)c3ccccc3n2)cc(OC)c1OC,-1,0,18,7,35,.,-4,13
Cc1nnc(C)c2c(C)n(-c3ccc4ncccc4c3)c(C)c12,5,-5,-14,-11,-3,-3,3,-3
Cc1noc(C)c1NC(=O)Nc1ccc2c(c1)C(=O)N([C@H](C)CO)C[C@H](C)[C@H](CN(C)C(=O)Nc1cccc3ccccc13)OCCCC[C@H](C)O2,.,.,0,-3,1,-1,-12,-4
Cc1ccc(OCCC(=O)OCC(=O)N2CCN(S(=O)(=O)c3ccc(C)cc3C)CC2)cc1,1,2,-3,2,-12,1,3,-2
COc1cccc(CN(C(=O)c2cccs2)C2CCS(=O)(=O)C2)c1 (stereo unspecified),-5,-3,-6,.,3,4,-30,3
CC1(C(=O)Nc2cccnc2)Cc2c(-c3cccc(C(F)(F)F)c3)ccnc2O1 (stereo unspecified),7,16,-10,9,26,-3,3,7
O=C(NCc1ccc2c(c1)OCO2)Nc1cccc(Cl)c1,-2,-4,-53,-88,-77,-16,.,14
CCOC(=O)c1ccn(CSc2c(F)c(F)cc(F)c2F)n1,2,-4,-2,-3,-28,-1,3,5
COc1cc(S(=O)(=O)Nc2ccc3c(c2)C(=O)N(C)C3=O)ccc1NC(C)=O,-2,-6,-3,-8,.,-3,-4,4
Nc1ncnc(Sc2ccccc2)c1[N+](=O)[O-],-2,-4,.,-9,-27,.,.,6
CCCC#Cc1ccc([C@H]2[C@H]3CN(CC4CCOCC4)CCCCN3[C@H]2CO)cc1,2,-3,1,-3,-5,0,-7,.
C[C@@H]1CN([C@@H](C)CO)C(=O)Cc2cc(NS(C)(=O)=O)ccc2O[C@@H]1CN(C)Cc1ccc(-c2ccccc2)cc1,-2,-14,-2,.,5,-4,-6,.
S=c1[nH]nc(COc2ccccc2)n1/N=C/c1ccc(Br)cc1,-5,-6,-1,3,4,5,1,11
CCOC(=O)c1ccc(NC(=O)C2CCCO2)cc1 (stereo unspecified),.,.,.,.,-129,-3,0,-8
Cc1ccc(SCCC(=O)Nc2cccnc2)cc1,0,4,3,-4,-2,.,-24,-7
CC(=O)NC(=S)Nc1ccccc1N1CCN(C(=O)c2ccccc2)CC1,-3,-1,-10,-2,17,1,.,1
O=C1CCCc2c1nn(-c1ccccc1)[n+]2[O-],-1,-1,1,-11,.,.,1,.
O=C(CN(C(=O)CNC(=O)c1ccco1)c1ccccc1F)NC1CCCCC1,-4,3,9,-8,-3,2,.,-1
C=CCNC(=O)C(=O)NCC(c1ccc2c(c1)OCO2)N1CCOCC1 (stereo unspecified),1,1,3,.,-9,-5,-16,14
Cc1ccc(S(=O)(=O)NN2C(=O)c3ccccc3NC2c2cccc(O)c2)cc1 (stereo unspecified),2,15,5,4,0,.,-6,2
C[C@@H]1CN([C@H](C)CO)C(=O)CCCn2nncc2CO[C@H]1CN(C)Cc1cccnc1,-2&1&-1,-1&4&-14,6&-5,-2&4&0,-14&-13,-2&1&1,16&9&2,6
Cc1ccc(S(=O)(=O)N[C@H]2CC[C@@H](CCn3cc(C4CCCCC4)nn3)O[C@H]2CO)cc1,-1,-3,14,1,13,-2,1,11
O=C(c1cccc(COc2cccc3ccccc23)c1)N1CCCC1,.,.,.,.,-78,5,4,-8
CCC(=O)N1COC[C@@H]1Cc1ccccc1,.,.,19,.,-7,-1,.,-1
Cc1cccc2nc(-c3cccc(NC(=O)Cc4ccccc4)c3)cn12,4,-9,-30,-23,-18,1,-12,-3
COc1ccc(S(=O)(=O)N(C)c2nc3ccccc3n3c(CC(C)C)nnc23)cc1,-5,-1,-17,7,-5,6,-21,-20
C=C(C)CNC(=S)NNC(=O)CCn1c2ccc(Cl)cc2c2cc(Cl)ccc21,-3,-12,-5,17,-27,.,.,-3
C[C@@H]1CN([C@@H](C)CO)C(=O)c2cc(Br)cnc2O[C@H]1CN(C)C(=O)Cc1ccccn1,-5&0,0&-6,-6&-8,8&-5,3,-3&4,5,-4&-5
C[C@@H]1CN([C@@H](C)CO)C(=O)Cc2cc(NS(=O)(=O)c3cn(C)cn3)ccc2O[C@H]1CN(C)C(=O)Nc1ccc2c(c1)OCO2,-6,-16,-8,-11,-27,2,-1,.
CC(C)(O)C#Cc1ccc([C@@H]2[C@H](CO)N3CCCCN(S(C)(=O)=O)C[C@@H]23)cc1,0,4,-8,-7,-2,0,3,3
CCCc1ccc(OC(=O)c2ccc(O)cc2Cl)cc1,-3,3,-49,-120,-231,-4,-4,2
COc1ccc2c3c(n(C)c2c1)[C@H](CO)N(CC1CC1)CC31CN(C(=O)c2ccccc2)C1,-2,-4,-18,7,.,.,-5,.
C[C@H](CO)N1C[C@H](C)[C@@H](CN(C)Cc2ccc(Cl)c(Cl)c2)Oc2ccc(NC(=O)CCN3CCOCC3)cc2CC1=O,2,5,18,-5,3,-2,-8,.
Cc1c(C)c2c(OCC(=O)NCCCO)cc3c(c2oc1=O)CCC(C)(C)O3,2,2,7,9,-5,-2,10,2
CNC[C@@H]1Oc2ccc(NC(=O)CCC(F)(F)F)cc2C(=O)N([C@H](C)CO)C[C@@H]1C,.,.,1,-4,-11,-1,-2,-20
CCn1c(=O)c2ccccc2n(CC(=O)N2CCCc3ccccc32)c1=O,0,-5,-3,.,10,-3,-14,-7
CCOC(=O)CN(C#N)c1nc(N(C)C)nc(N(C)C)n1,-4,-7,17,13,18,2,9,3
